FUS suppressor: suppressors of FUS proteinopathy in yeast; S. cerevisiae FUS-expressing, growth rescue, OD600, 24 h; Potency, µM (series often up to 76.6 µM), for inactives: at the highest dose growth rescue (activation), usual class: activators; 390,000 tested, 0.24% active; AID 1347120; active = well fitted activation curve with a large enough effect; inconclusive = small, poorly fitted or top-dose-only effect; inactive = no such curve, though single readings can be large or run the other way;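 also: plate controls were DMSO vehicle for no effect and reference control for full effect; nearly all actives have a fitted effect of over 55% in size; some results filed as inactive show a strong effect at the top dose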
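FUS-expressing yeast, raffinose-pregrown, induced in 2% galactose minimal medium at OD 0.005; compounds in a dilution series, 24hr at 30C. Growth restoration read as absorbance at 600 nm. CP55940 positive control, DMSO negative.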
Active calls of the source: *; ? = inconclusive. Potency is read from the fitted curve at half-maximal effect. Some of the compounds tested; rates above refer to the full screens.

> COC(=O)[C@@]12CCCCC3=C1N(CCC3)C(=O)[C@H]2CC(=O)NCC12CC3CC(CC(C3)C1)C2
- FUS suppressor: 29%

> CCOC(=O)N1CCN(C(=O)C[C@H]2C[C@@]3(C(=O)OC)C(=C[C@H](COCc4ccccc4)O[C@@H]3C)N(Cc3ccccc3)C2=O)CC1
- FUS suppressor: ?

> Cc1occc1-c1nnc(SCC(=O)N2CCN(c3ncccn3)CC2)n1-c1ccccc1
- FUS suppressor: 6%

> CNC(=S)N/N=C/c1c(C(=O)OC)cnn1-c1ccc(Cl)cc1
- FUS suppressor: 15%

> COc1cccc(-c2nnc3n2N=C(c2ccc(Cl)cc2)CS3)c1
- FUS suppressor: -7%

> Cc1ccccc1NC(=O)OCCCN1C(=O)CCC12CCC(C)CC2 (stereo not drawn)
- FUS suppressor: 14%

> CCOC(=O)NC[C@@]1(C(=O)OC)CC(=O)N(Cc2ccc(Cl)cc2)[C@@H]1c1ccc(OC)cc1
- FUS suppressor: 40%

> O=C(Cn1cnc2ccccc2c1=O)N1CCN(C(=O)C2CCCO2)CC1 (stereo not drawn)
- FUS suppressor: -11%

> Cc1ccnc(SCc2cc(=O)c(OC(=O)c3ccc(C#N)cc3)co2)n1
- FUS suppressor: -1%

> CCOC(=O)CC[C@H]1CC[C@]2(CCCN(C(=O)c3ccccc3)C2)O1
- FUS suppressor: 2%

> CCCC[C@H](C(=O)N(C)c1ccccc1)[C@@H](O)c1ccc(Cl)cc1
- FUS suppressor: ?

> CCNC(=S)NNC(=O)c1cnccn1
- FUS suppressor: 11%

> O=C(/C=C/c1ccc(-c2ccccc2)cc1)NC1=NCCS1
- FUS suppressor: -3%

> O=C(NCc1cccs1)C1CCN(S(=O)(=O)c2cccc3ccccc23)CC1
- FUS suppressor: 6%

> CC(C)CN1C(=O)[C@]2(CC(=O)N(C)C2c2ccccc2)c2cc(-n3cc(CO)nn3)ccc21 (stereo partly drawn)
- FUS suppressor: 7%

In the list so far, these contain a carbonyl joined to an NH by a bond outside any ring.
> COC(=O)[C@@]12CCCCC3=C1N(CCC3)C(=O)[C@H]2CC(=O)NCC12CC3CC(CC(C3)C1)C2
- FUS suppressor: 29%

> Cc1ccccc1NC(=O)OCCCN1C(=O)CCC12CCC(C)CC2 (stereo not drawn)
- FUS suppressor: 14%

> CCOC(=O)NC[C@@]1(C(=O)OC)CC(=O)N(Cc2ccc(Cl)cc2)[C@@H]1c1ccc(OC)cc1
- FUS suppressor: 40%

> CCNC(=S)NNC(=O)c1cnccn1
- FUS suppressor: 11%

> O=C(/C=C/c1ccc(-c2ccccc2)cc1)NC1=NCCS1
- FUS suppressor: -3%

> O=C(NCc1cccs1)C1CCN(S(=O)(=O)c2cccc3ccccc23)CC1
- FUS suppressor: 6%

Another view of five compounds above.
FUS suppressor | SMILES
? | CCCC[C@H](C(=O)N(C)c1ccccc1)[C@@H](O)c1ccc(Cl)cc1
-1% | Cc1ccnc(SCc2cc(=O)c(OC(=O)c3ccc(C#N)cc3)co2)n1
11% | CCNC(=S)NNC(=O)c1cnccn1
-11% | O=C(Cn1cnc2ccccc2c1=O)N1CCN(C(=O)C2CCCO2)CC1 (stereo not drawn)
-7% | COc1cccc(-c2nnc3n2N=C(c2ccc(Cl)cc2)CS3)c1

The list goes on:
> CCN(CC)c1ccc(C=Nn2c(C)nnc2C)cc1
- FUS suppressor: -3%

> C=CCN1C(=O)[C@H](CC(=O)NCC23CC4CC(CC(C4)C2)C3)[C@@]2(C(=O)OC)CCCCC=C12
- FUS suppressor: 32%

> CN(C)CC(=O)N[C@@H]1C[C@@H]2O[C@H](CO)CC[C@@H]2O[C@@H]1CCc1ccc(C#Cc2ccccc2)cc1
- FUS suppressor: 30%

> O=C(NCC1COc2ccccc2O1)c1ccc(NC(=O)c2cccc(F)c2F)cc1 (stereo not drawn)
- FUS suppressor: -11%

> COc1ccc(C2C(C(=O)Nc3ccc(Cl)cc3)CCC(=O)N2c2ccc(OC)cc2)cc1 (stereo not drawn)
- FUS suppressor: 2%

> COc1cccc(Cn2cc(COC(=O)N3CCOCC3)nn2)c1
- FUS suppressor: 12%

> CN(Cc1ccccc1)C(=O)OCc1cn(Cc2c(F)cccc2F)nn1
- FUS suppressor: 13%

> O=C(NCc1ccco1)OC1CCC12CCC(c1ccccc1)CC2 (stereo not drawn)
- FUS suppressor: 19%

> COC(=O)C1CN(C2CC2)CCS(=O)(=O)N1Cc1cn(Cc2ccc(F)cc2)nn1 (stereo not drawn)
- FUS suppressor: -9%

> O=C(OCC#CCSc1nnc(-c2ccc(Cl)cc2)o1)c1ccc(F)cc1
- FUS suppressor: 4%

> CN1C2=N[C@@H](c3cccc(C(F)(F)F)c3)CC(=O)N2/C(=C\c2ccccc2)[C@H]1c1ccccc1
- FUS suppressor: ?

> COP(=O)(O)[C@@H](CC(C)C)NC(=O)OCc1ccccc1
- FUS suppressor: -15%

> CN(C)S(=O)(=O)c1cccc(C(=O)N/N=C\c2ccco2)c1
- FUS suppressor: 14%

> Cc1ccccc1CN1CCCCC(NC(=O)c2ccccc2)C1=O (stereo not drawn)
- FUS suppressor: -4%

> Cc1ccc(C(=O)C2CCN(CC(=O)N3CCOCC3)CC2)cc1
- FUS suppressor: -5%

> CCn1c(SCc2ccccc2Cl)nnc1-c1ccccc1OC
- FUS suppressor: 28%

> COc1ccc(-c2cc(-c3nnc(SCC(=O)Nc4ccc(OCc5ccccc5)cc4)n3N)[nH]n2)cc1
- FUS suppressor: -3%

> CC(C)C[C@H]1COc2cc(F)ccc2S(=O)(=O)N1C
- FUS suppressor: -31%

> COC(=O)[C@]12C[C@H](CC(=O)NCCC(C)C)C(=O)N(Cc3cccc4ccccc34)C1=C[C@H](C1CCCC1)O[C@@H]2C
- FUS suppressor: ?

> Cc1nn(-c2ccccc2)c(C)c1/C=N\NC(=O)CSc1nc2ccccc2n1Cc1ccc(Cl)cc1
- FUS suppressor: ?

> CCCCNC(=O)OC1CCC12CCC(c1ccccc1)CC2 (stereo not drawn)
- FUS suppressor: 4%

> Cc1ccc(OCc2nnc(SC/C=C/c3ccccc3)n2Cc2ccco2)cc1
- FUS suppressor: ?

> O=C(CSc1nc2ccccc2nc1N1CCCCC1)N1CCN(S(=O)(=O)c2cccc([N+](=O)[O-])c2)CC1
- FUS suppressor: 16%

> NC(=NC(=O)/C=C/c1ccccc1Br)N(CC#Cc1ccccc1)CC#Cc1ccccc1
- FUS suppressor: 27%

> Cc1ccc(-c2cc(C#N)c3n(c2=O)CCC3)cc1
- FUS suppressor: 1%

> COC(=O)[C@]12C[C@H](CC(=O)NCCC(C)C)C(=O)N(Cc3ccco3)C1=C[C@H](C1CCCC1)O[C@@H]2C
- FUS suppressor: 32%

> COC(=O)[C@]1(CNC(=O)c2cc(F)ccc2F)CC(=O)N(C)[C@@H]1c1ccccc1
- FUS suppressor: -15%

> CCCC1CCC2(CC1)CCC2OC(=O)Nc1c(OC)cccc1OC (stereo not drawn)
- FUS suppressor: -6%

> COc1ccc(-n2c(SCC(=O)N(CC(C)C)CC(C)C)nnc2-c2ccncc2)cc1
- FUS suppressor: 39%

> NC(=O)c1c(N)[nH]c(C(=O)c2ccccc2)c1-c1ccccc1C(F)(F)F
- FUS suppressor: -1%

More compounds follow.
compound	FUS suppressor
Cc1nn(-c2ccccc2)c2sc(C(=O)NCCc3ccccc3)cc12	40%
Clc1ccccc1N1CCN(C2=Nc3ccccc3Sc3ccccc32)CC1	18%
C[C@@H]1[C@H](c2ccccc2)OC(O)([C@H](Cc2ccccc2)NC(=O)OC(C)(C)C)CN1C (stereo partly drawn)	9%
CCOc1ccccc1C(=O)Nc1ccc(C(=O)NCC2COc3ccccc3O2)cc1 (stereo not drawn)	9%
CCOC(=O)[C@]12CCCCC/C=C\1N(Cc1ccc(OC)cc1)C(=O)[C@H]2CC(=O)NCCc1ccccc1OC	?
Cc1c[nH]c2cccc(-c3ccc4c(c3)OCO4)c12	-6%
C#CCOCCOCCOCCNc1nc(N2CCN(C(=O)[C@H]([C@@H](C)CC)n3cc(CCCCN)nn3)CC2)nc(N2CCN(C(=O)[C@H](Cc3ccc(O)cc3)n3cc(CCO)nn3)CC2)n1	31%
O=C(CC1CCCC1)N1CC[C@H]2[C@H](CCCN2Cc2ccccc2)C1	-7%
CC(=C\C=O)/C(C)=C/CC[C@@H]1O[C@@H]2C[C@@H]3O[C@](C)(C[C@H]4C[C@H](O)[C@@H]5O[C@@H]6C[C@H](O)[C@@H](C)O[C@@]6(C)CC[C@H]5O4)[C@@H](O)CC[C@@]3(C)O[C@H]2[C@@H](O)[C@@H]1C	43%
COc1cc(NC(=O)C2CCCN(S(=O)(=O)c3ccc(Cl)s3)C2)cc(OC)c1 (stereo not drawn)	23%
Cc1ccc(Cn2c(=O)n(Cc3ccc(C(=O)NCC4COC4)cc3)c(=O)c3ccccc32)cc1	?
C[C@@H]1[C@@H](O)C[C@@]2(C[C@H](O)c3cc(F)ccc3O2)O[C@H]1c1ccccc1Cl	15%
C/C(=N/NC(=O)c1cccnc1)c1cccc(O)c1	-10%
C=CCn1c(COc2ccc(Cl)cc2)nnc1SCC(=O)c1ccc(-c2ccccc2)cc1	11%
COC[C@H]1CCCN1c1cccc2c1S(=O)(=O)N1CC[C@H](C1)O2	-11%
C=CCN(C)C(C#Cc1ccccc1)c1ccccc1C(F)(F)F (stereo not drawn)	-4%
COc1ccc(OC)c(C(=O)CSc2nnc(SCc3cccc4ccccc34)s2)c1	16%
CCOc1ccc(-c2csc(N3CCC(C(N)=O)CC3)n2)cc1	32%
COc1cc(OC)cc(C(C)c2ccc(C)cc2)c1 (stereo not drawn)	13%
CC[C@@H](CCCc1ccc(OC)cc1)CCC(=O)N(c1ccccc1)c1ccccc1	0%
C=CCN1C(C(=O)OC)CN(Cc2cn(CCC3OCCO3)nn2)CCS1(=O)=O (stereo not drawn)	-17%
COC(=O)[C@]12C[C@H](CC(=O)N3CCN(C(=O)c4ccco4)CC3)C(=O)N(CCc3ccc(OC)c(OC)c3)C1=C[C@H](COCc1ccccc1)O[C@@H]2C	?
CCOC(=O)[C@]12CCCCC/C=C\1N(Cc1ccc(OC)cc1)C(=O)[C@H]2CC(=O)NCCCN1CCCC1=O	24%
OC(c1ccccc1)(c1ccccc1)C1CCN(CCCNc2ccccc2F)CC1	7%
Clc1ccc(-c2nnc(SCc3cccc4ccccc34)n2Cc2ccco2)cc1	35%
O=C(CCl)NC1CCCCN(Cc2ccc(OC(F)(F)F)cc2)C1=O (stereo not drawn)	-9%
Nn1c(SCC(=O)Nc2nccs2)nnc1-c1cc(-c2ccccc2)n[nH]1	24%
COc1cccc(CNS(=O)(=O)c2cc3c(cc2Br)CC(C)N3C(C)=O)c1 (stereo not drawn)	-1%
CCCC(=O)Nc1ccc2c(c1)C(=O)N(C)[C@H]1CC[C@@H](CC(=O)OC)O[C@@H]1CO2	-15%
Fc1ccccc1-c1n[nH]c(=S)n1N=Cc1cccc(OCc2ccccc2)c1	9%

Ordered by formula weight (low to high): part of the list above.
compound	FUS suppressor
CCNC(=S)NNC(=O)c1cnccn1	11%
OC(c1ccccc1)(c1ccccc1)C1CCN(CCCNc2ccccc2F)CC1	7%
COc1ccc(OC)c(C(=O)CSc2nnc(SCc3cccc4ccccc34)s2)c1	16%

Carrying on:
compound	FUS suppressor
COc1ccc(C2C(C(=O)N3CCC(C)CC3)CC(=O)N2c2ccc(OC)cc2)cc1 (stereo not drawn)	22%
COc1ccc(OC)c(S(=O)(=O)n2c(CN3CCOCC3)nc3ccccc32)c1	6%
C=CCN1C(C(=O)OC)CN(Cc2cn(Cc3ccccc3)nn2)CCS1(=O)=O (stereo not drawn)	8%
Cc1ccccc1Cn1cc(COC(=O)N(C)Cc2ccccc2)nn1	9%
O=C(Cn1nnc(-c2ccc(N3CCOCC3)cc2)n1)c1ccccc1	23%
COCCCNC(=O)C[C@H]1C[C@@]2(C(=O)OC)C(=C[C@H](COCc3ccccc3)O[C@@H]2C)N(Cc2ccco2)C1=O	12%
O=C(c1ccncc1)N1CC[C@H]2[C@H](CCCN2Cc2ccccc2)C1	-15%
COC(=O)[C@]12C[C@H](CC(=O)N3CCC(c4ccccc4)CC3)C(=O)N(CCc3ccc(OC)c(OC)c3)C1=C[C@H](COCc1ccccc1)O[C@@H]2C	?
Cc1cc(N2CCN(CCO)CC2)n2nc(C)nc2n1	-3%
COC(=O)C1CCCN(C(=O)C2CCN(S(=O)(=O)c3cccs3)CC2)C1 (stereo not drawn)	14%
CC(C)C[C@@H]1COc2cccc(N3CCCC3)c2S(=O)(=O)N1C	5%
CCN(CC)C(=O)CC[C@H]1CC[C@]2(CCCN(Cc3ccc(Br)cc3)C2)O1	-11%
O=C(Cn1nnc(-c2ccncc2)n1)Nc1ccc(F)cc1F	4%
C[C@@H]1CCN(C2CC2)S(=O)(=O)c2ccc(N3CC[C@H](O)C3)cc2O1	4%
O=C(CSc1ncnc2scc(-c3ccc(Cl)cc3)c12)Nc1ccccc1-c1ccccc1	34%
CCN(CC)CCCNC(=O)C1(N[C@@H](Cc2c[nH]c3ccccc23)C(=O)NCC(OC)OC)CCCCC1	-11%
C[C@@H]1CCCN1c1ccc2c(c1)O[C@@H]1CCN(C1)S2(=O)=O	7%
COc1ccc(CN2C(C(=O)NC3CCCC3)CSCCS2(=O)=O)cc1 (stereo not drawn)	-6%
CCOC(=O)C1C[C@@H](O)C=CC1=O (stereo partly drawn)	-9%
O=C(OCC#CCSc1nnc(-c2cccc(F)c2)o1)c1ccc(F)cc1	20%
Brc1cccc(Cn2ccc3ccc(-c4ccc5ccn(Cc6cccc(Br)c6)c5c4)cc32)c1	16%
CCOC(=O)[C@@]12CN(C(=O)OC(C)(C)C)CC=C1N(Cc1ccc(OC)cc1)C(=O)[C@H]2CC(=O)N1CCCC1	24%

Three entries picked at random from the list so far:
compound	FUS suppressor
C[C@@H]1CCN(C2CC2)S(=O)(=O)c2ccc(N3CC[C@H](O)C3)cc2O1	4%
COc1ccc(CN2C(C(=O)NC3CCCC3)CSCCS2(=O)=O)cc1 (stereo not drawn)	-6%
COc1ccc(OC)c(S(=O)(=O)n2c(CN3CCOCC3)nc3ccccc32)c1	6%

Compound activity deposited in PubChem by National Center for Advancing Translational Sciences (NCATS).
